FUS yeast rescue: suppressors of FUS proteinopathy in yeast. S. cerevisiae FUS-expressing, growth rescue, OD600, 24 h. Potency, µM (series often up to 76.6 µM), inactives show at the highest dose growth rescue (activation), hits mostly activators. 0.24% of 390,000 active. AID 1347120;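 further: potency means the concentration at half of the fitted maximal effect; plate controls were DMSO vehicle for no effect and reference control for full effect; nearly all actives have a fitted effect of over 55% in size; some results filed as inactive show a strong effect at the top dose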
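Yeast FUS proteinopathy model; galactose-induced FUS (2%), starting OD 0.005. Cpds in dilution series, 24hr, 30C, 99% humidity. Abs 600 nm growth. Pos ctrl CP55940 (top 92uM final); neg ctrl DMSO.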
IL-2 act: activates IL-2 in a cell-based reporter assay | IL-2 activation reporter assay, cell-based qHTS; stimulated with anti-CD3/CD4/CD28 beads; in transgenic mouse T cells | activation, % (series mostly up to about 46 µM) | 0.065% of 360,000 active | AID 652025; in the data active means activation above about 50%; inconclusive means mostly about 30% to 49%; further: 0% is about no effect
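Readout: EGFP and DsRed signals by fluorescent plate cytometry. Unstimulated transgenic mouse T cells received compound 60 min before antibody-bead stimulation, then incubated 18 h at 37 degrees C.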
Abeta yeast res: A-beta toxicity reversal in yeast | 0.063% of 410,000 active | yeast expressing A-beta42, growth rescue, OD600, 48 h; response scale: 0% DMSO, 100% iron-clioquinol control | Potency, µM (titrated, usually from 46.1 µM), for inactives: at the highest dose growth rescue, actives largely listed as activators; further: potency means the concentration at half of the fitted maximal effect; nearly all actives have a fitted effect of over 55% in size
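Yeast growth medium received pinned compounds, then yeast cells expressing toxic A-beta were added; plates incubated at 30 C for 48 hr. Growth read as absorbance at 600 nm, normalized to DMSO and equimolar FeCl3 plus clioquinol controls.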
EPAC1 antagonist: EPAC1 (human) antagonism; EPAC1 GEF assay, Rap1b-BODIPY-GDP exchange fluorescence; 0.14% of 360,000 active; AID 720709; Potency, µM (doses to about 115 µM), inactives show at the top dose activity change, negative = inhibition, hits mostly inhibitors;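 further: potency means the concentration at half of the fitted maximal effect; plate controls were vehicle for no effect and positive control for full effect; nearly all actives have a fitted effect of over 50% in size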
Target sequence (O95398 whole entry, looked up): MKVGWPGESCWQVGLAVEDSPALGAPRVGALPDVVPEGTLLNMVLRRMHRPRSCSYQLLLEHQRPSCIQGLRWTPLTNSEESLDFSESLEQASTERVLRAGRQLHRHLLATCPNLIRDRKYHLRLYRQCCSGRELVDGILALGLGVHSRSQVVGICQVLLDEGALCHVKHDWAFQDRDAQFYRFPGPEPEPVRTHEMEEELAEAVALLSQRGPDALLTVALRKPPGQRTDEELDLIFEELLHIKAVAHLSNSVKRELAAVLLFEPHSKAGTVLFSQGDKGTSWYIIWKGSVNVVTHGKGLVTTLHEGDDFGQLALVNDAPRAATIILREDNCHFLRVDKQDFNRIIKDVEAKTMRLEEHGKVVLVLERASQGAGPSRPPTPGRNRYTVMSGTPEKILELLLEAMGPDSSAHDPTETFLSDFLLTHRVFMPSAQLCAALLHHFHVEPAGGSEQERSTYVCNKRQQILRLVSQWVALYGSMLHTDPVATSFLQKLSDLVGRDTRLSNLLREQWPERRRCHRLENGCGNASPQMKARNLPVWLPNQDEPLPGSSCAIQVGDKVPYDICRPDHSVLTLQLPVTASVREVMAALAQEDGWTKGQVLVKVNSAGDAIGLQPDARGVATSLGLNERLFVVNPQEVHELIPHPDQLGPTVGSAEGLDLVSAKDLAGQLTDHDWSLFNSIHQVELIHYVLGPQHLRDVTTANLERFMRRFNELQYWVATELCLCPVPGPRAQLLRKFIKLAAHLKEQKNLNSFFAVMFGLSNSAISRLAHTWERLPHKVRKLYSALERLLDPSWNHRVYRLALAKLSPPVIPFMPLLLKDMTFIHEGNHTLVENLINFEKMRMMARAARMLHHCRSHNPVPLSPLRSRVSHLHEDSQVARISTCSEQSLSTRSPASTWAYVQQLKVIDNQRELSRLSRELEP
WRN helicase inh: blocks human WRN helicase; Q14191; WRN helicase unwinding, fluorescent forked duplex, kinetic; Potency, µM (titrated, usually from 114 µM), for inactives: at the highest dose activity change, negative = inhibition, usual class: inhibitors; 0.46% of 360,000 active; AID 651768; further: potency means the concentration at half of the fitted maximal effect; on the % scale 0 is the no-effect control and ±100 the full control effect; nearly all actives have a fitted effect of over 55% in size
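Kinetic fluorescence helicase assay: unwinding of a quenched forked DNA duplex (100 nM final) with 2 mM ATP final raises red fluorescence (525/598 nm). Compounds sat 15 min at room temperature with 20 nM WRN beforehand.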
PLK1 PBD inh: inhibitors of human PLK1 polo-box domain binding. P53350. Plk1 PBD binding of FITC phosphopeptide, fluorescence polarization. Potency, µM, inactives show max response, negative = inhibition, most hits filed as inhibitors. 2.8% of 360,000 active. AID 720504; further: potency means the concentration at half of the fitted maximal effect; series mostly up to about 57 µM; on the % scale 0 is the no-effect control and ±100 the full control effect; nearly all actives have a fitted effect of over 65% in size
EPAC1 agonist: EPAC1 (human) agonism | AID 720707 | O95398 | 0.073% of 360,000 active | Potency, µM (titrated, usually from 154 µM), without a hit: at the highest dose activation, usual class: activators | EPAC1 agonist qHTS, biochemical assay; response scale: 100% = response to 6.5 mM cAMP; further: potency means the concentration at half of the fitted maximal effect; nearly all actives have a fitted effect of over 60% in size
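Multi-concentration qHTS readout: loss of Rap1B-bound BODIPY-GDP fluorescence driven by 100 nM EPAC1 with excess GDP (50 uM), monitored kinetically at room temperature; agonist response expressed relative to 6.5 mM cAMP.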
PI5P4Ka inh: inhibitors of human PI5P4K alpha; max response, %; P48426; PI5P4Kalpha enzyme, ADP-Glo luminescence, 60 min; hits give low values; 1.2% of 330,000 active; active means max response of -50% or lower; inconclusive means between -30% and -50%; inactive means -30% or higher; further: value at the top dose of about 77 µM; on the % scale 0 is the no-effect control and ±100 the full control effect
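ADP-Glo luminescence end-point read after a 60 min room-temperature kinase reaction of PI5P4Kalpha plus substrate, initiated with ATP at 5 microM final. Buffer: 0.038 M HEPES pH 7.4, EGTA, 0.1% CHAPS, 5% DMSO.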
* = called active by the depositor; u = inconclusive; x = not tested or not shown; [ ] = dose if it differs, or a comment. Unless noted, the call rests on the fitted dose curve; in most records, active means well fitted curve in the direction sought with a large enough effect; inconclusive means small, poorly fitted or top-dose-only effect, or another doubt; inactive means no such curve, though single readings can be large; an effect the other way counts as inactive or inconclusive. Hits appear at their usual frequency. Share with any hit: about 4.1%.

Start of the listing, in advance, 3 compounds:
SMILES	FUS yeast rescue	IL-2 act	Abeta yeast res	EPAC1 antagonist	WRN helicase inh	PLK1 PBD inh	EPAC1 agonist	PI5P4Ka inh
COc1ccc(CCNC(=O)CSC(=O)c2ccccc2)cc1OC	u	0.5	18%	6%	-2%	21µM*	9%	-7
COc1ccc(-c2nc(CS(=O)CC(=O)NC3CCCCCC3)c(C)o2)cc1 (centres undefined)	13%	0.8	5%	0%	2%	-22%	-12%	-5
Clc1ccc(CNc2ncnc3[nH]ncc23)c(Cl)c1	6%	0.4	-3%	4%	2%	-3%	12%	-4

The list itself, from the first entry:
SMILES	FUS yeast rescue	IL-2 act	Abeta yeast res	EPAC1 antagonist	WRN helicase inh	PLK1 PBD inh	EPAC1 agonist	PI5P4Ka inh
COc1ccc(CCNC(=O)CSC(=O)c2ccccc2)cc1OC	u	0.5	18%	6%	-2%	21µM*	9%	-7
COc1ccc(-c2nc(CS(=O)CC(=O)NC3CCCCCC3)c(C)o2)cc1 (centres undefined)	13%	0.8	5%	0%	2%	-22%	-12%	-5
Clc1ccc(CNc2ncnc3[nH]ncc23)c(Cl)c1	6%	0.4	-3%	4%	2%	-3%	12%	-4
O=C(CCl)N1c2ccccc2OCC1c1ccccc1 (centres undefined)	3%	-0.2	-5%	-1%	-11%	u	-3%	-5
COc1cccc(NC(=O)CSc2nnc(-c3ccoc3C)n2CC2CCCO2)c1 (centres undefined)	40%	-1.1	-1%	4%	3%	-4%	0%	0
CC(Nn1cnnc1)c1cc(Cl)ccc1O (centres undefined)	1%	-4.5	-10%	-2%	8%	-17%	-1%	-2
O=C(NCC1c2ccccc2CCN1C(=O)CN1CCOCC1)C1CCCCC1 (centres undefined)	18%	3.0	-2%	17%	4%	-8%	1%	-8
CCOc1ccc(CN2CCN(Cc3cn(CC)nc3C)CC2CCO)cc1 (centres undefined)	-3%	0.2	0%	0%	2%	0%	4%	1
CCn1nnnc1NCc1ccc(N2CCCC2)cc1	36%	0.0	0%	2%	-3%	3.8µM*	0%	u
Cc1cc(C)nc(NC(=S)NC(=O)c2ccccc2F)n1	8%	3.3	1%	2%	2%	-4%	9%	1
CC(C)(C)CC(C)(C)NC(=O)CSCC(=O)Nc1ccc2ccccc2c1	41%	-5.3	1%	u	-13%[57.1 µM]	-15%	19%	x
C=CCn1c(SCC(=O)N2CCCCC2)nnc1-c1ccncc1	2%	-4.0	0%	-5%	-2%	-4%	-3%	4
O=C1COc2ccc(C(=O)c3ccccc3C(=O)NCc3ccco3)cc2N1	16%	1.3	6%	-13%	-5%	-18%	2%	8
Brc1cccc(-c2nc3c4ccccc4ccn3c2CC2CCCCC2)c1	-1%	0.1	2%	-12%	3%	11%	-7%	6
CC1CCCN(CCCNC(=O)c2ccc3c(c2)N(Cc2cccc(Cl)c2)C(=O)c2ccccc2S3=O)C1 (centres undefined)	13%	-2.1	-2%	-16%	9%	3%	5%	-10
O=C(O)CCNc1cc2ccccc2cc1C(=O)O	-2%	-1.9	16%	-6%	-12%	-12%	-16%	-11
O=C(O)C1C2C=CC(C2)C1C(=O)NC1CCS(=O)(=O)C1 (centres undefined)	14%	0.9	-10%	-13%	2%	-4%	0%	5
COc1ccc(NC(=O)COC(=O)CC2CC3CCC2C3)c([N+](=O)[O-])c1 (centres undefined)	x	3.7	-9%	-9%	1%	4%	-21%	30
CCc1ccc(NC(=O)C(=O)NCCN2CCN(S(=O)(=O)c3ccccc3)CC2)cc1	-25%	3.4	6%	9%	1%	4%	-2%	3
COc1ccc(-c2noc(N3CCC(C(=O)Nc4ccc(F)cc4)CC3)n2)cc1	-10%	0.5	-16%	5%	-2%	0%	-10%	4
COc1ccc(Cc2nnc(SC)n2-c2ccc(F)cc2)cc1OC	-10%	-0.4	-17%	8%	-3%	-1%	-16%	0
CCOC(=O)c1c(C)[nH]c(C)c1C(=O)COC(=O)[C@@H](NC(=O)c1ccco1)C(C)C	7%	-0.3	5%	3%	-9%	5%	4%	-1
CCCCOC(=O)C1C2CCC(O2)C1C(=O)OCC (centres undefined)	x	-2.0	8%	7%	0%	3%	-10%	9
CCOC(=O)c1ccccc1NC(=O)c1c(O)c2ccccc2n(CC)c1=O	-16%	-0.3	24%	-6%	-9%	0%	1%	27
O=C(NCc1ccco1)C1CCN(c2nc3ccccc3n2Cc2ccc(F)cc2)CC1	2%	5.9	-3%	-12%	-7%	-11%	4%	-6
(cont.)
SMILES	FUS yeast rescue	IL-2 act	Abeta yeast res	EPAC1 antagonist	WRN helicase inh	PLK1 PBD inh	EPAC1 agonist	PI5P4Ka inh
O=C(NCc1ccc(F)cc1)C1CCN(S(=O)(=O)N2CCOCC2)CC1	-30%	-3.8	5%	8%	12%	-15%	0%	-7
COCCCNC(=S)NC1CC2CCC(C1)N2Cc1ccccc1 (centres undefined)	30%	1.3	-17%	-12%	-26%	-8%	13%	2
Cc1cc(C)n(-c2c(F)c(F)c(CN3CCCCC3)c(F)c2F)n1	21%	0.8	0%	2%	-9%	-7%	-3%	11
CCC(=O)N1CCN(c2ccccc2NC(=O)c2ccc(OC)c(Cl)c2)CC1	42%	0.6	6%	-10%	5%	u	3%	4
Cc1c(C(=O)N(C)Cc2ccccc2)oc2c(Cl)cccc12	u	0.0	-16%	0%	5%	-8%	15%	-4
COC(=O)C1=C(C)NC(C)=C(C(=O)OC)C1c1cn(-c2ccccc2)nc1-c1ccco1	u	-1.7	1%	-1%	-18%	-14%	29%	x
Cc1nc2ncnn2c(C)c1CCC(=O)N1CCc2ccccc2C1	25%	-0.1	-9%	15%	-5%	-2%	-3%	6
CC(C)C[C@H](NC(=O)c1[nH]cnc1C(=O)N[C@@H](C)c1ccccc1)C(=O)OC(C)(C)C	u	-4.2	7%	u	-13%	2%	-30%	13
COc1ccc(OC)c(NC(=O)CSC2=NN3CCCC(=O)N=C3S2)c1	22%	0.4	1%	-6%	1%	-20%	5%	-4
Nc1nonc1-n1nnc(C(=O)N/N=C/c2ccccc2Cl)c1CSc1ccccc1	26%	1.4	-10%	u	-7%	-11%	1%	2
CC(=O)Nc1ccc(S(=O)(=O)NCc2ccc(C(=O)NCCN3CCCCCC3)cc2)cc1	34%	-0.9	4%	13%	-4%	-15%	5%	-5
O=C(/C=C/NCC(=O)c1ccccc1)c1ccc(Br)cc1	35%	-1.5	0%	u	-20%	-11%	-6%	-6
CN(C)CCN(C)Cc1c2ccccc2c(CN(C)CCN(C)C)c2ccccc12	37%	-2.3	-19%	-5%	u	u	22%	7
O=C(Nc1cccc([N+](=O)[O-])c1)c1ccc(CN2CCOCC2)cc1	4%	1.0	5%	10%	u	-4%	5%	-5
CC1c2nc3ccccc3n2C(CC(=O)NCc2ccccn2)C(=O)N1Cc1ccccc1 (centres undefined)	15%	-2.9	5%	1%	6%	-7%	14%	x
CCN(CC)S(=O)(=O)c1cccc(NN=c2c(=O)c3ccccc3c2=O)c1	12%	-2.7	5%	-18%	-12%	-10%	-1%	-22
CC(=O)Cc1ccccc1OC(=O)c1ccco1	-9%	1.3	12%	4%	10%	0%	1%	-3
C[C@H](CO)N1C[C@H](C)[C@H](CN(C)C(=O)C2CC2)OCc2cnnn2CCCC1=O	-3%	-1.6	4%	-17%	-4%	-12%	1%	-2
CCOC(=O)CCCCC(=O)c1[nH]c(=O)[nH]c1CSc1nnc2c3ccccc3n(C(C)C)c2n1	x	-0.1	-6%	-9%	-16%	u	-8%	-11
N#CNC(N)=Nc1cccc(Cl)c1	26%	0.6	23%	-3%	-5%	-12%	5%	-15
O=C(COc1ccccc1)NC1=NCCS1	13%	-2.8	12%	12%	0%	2%	-6%	3
O=C(CCl)Nc1ccc(N=Nc2ccccc2)cc1	-16%	-0.5	-70%[inhibitor]	u	-11%	-5%	-2%	16
CC(/C=N/n1c(-c2ccco2)n[nH]c1=S)=C\c1ccccc1	-2%	-1.3	-22%	0%	-13%	-16%	6%	-15
Cc1ccc(NC(=O)c2ccn(C)n2)c(Br)c1	6%	4.0	-10%	u	-4%	-5%	4%	-7
CC(=O)NCCCc1c[nH]c2ccc(Cl)cc12	5%	2.7	22%	-8%	0%	0%	0%	0
Later entries
SMILES	FUS yeast rescue	IL-2 act	Abeta yeast res	EPAC1 antagonist	WRN helicase inh	PLK1 PBD inh	EPAC1 agonist	PI5P4Ka inh
Cc1ccc(S(=O)(=O)N2CCC(C(=O)Nc3ccc(N4CCOCC4)cc3)CC2)cc1C	-13%	-2.3	-6%	11%	-1%	1%	-3%	-2
Cc1cc(NC(=O)COC(=O)COc2cccc3c2OC(C)(C)C3)no1	3%	-2.1	14%	9%	0%	-1%	-4%	-1
CC(C)COC(=O)c1cc(-c2ccc(/C=N/n3cnnc3)o2)ccc1Cl	16%	-1.8	1%	-7%	-4%	-14%	0%	-18
O=C(c1cc([N+](=O)[O-])cc([N+](=O)[O-])c1)N(c1ccccn1)c1ccccn1	x	-0.4	7%	-1%	9%	-15%	7%	-4
CN(C(=S)Nc1ccc(F)cc1)C1(c2ccccc2Cl)CCCCC1=O (centres undefined)	13%	-0.6	9%	-17%	-9%	0%	4%	x
O=C(Nc1ccc2nc(C3CC3)n(Cc3ccc(F)cc3)c(=O)c2c1)c1ccco1	u	-3.7	-10%	1%	-10%	2%	16%	-2
CCc1nc2ccc(C(=O)N3CCN(C(=O)c4ccco4)CC3)cn2c1N(C)C(=O)c1cccc(OC)c1	-1%	-0.2	-18%	9%	-1%	-4%	5%	-8
O=S1(=O)N=C(N/N=C/c2ccccn2)c2ccccc21	x	0.2	u	-12%	-7%	4%	2%	-11
Cc1cc(C)nc(NS(=O)(=O)c2ccc(NC(=O)c3ccc4c(c3)OCO4)cc2)n1	12%	-0.1	-4%	8%	-2%	-9%	1%	4
COc1cc(NC(=O)COc2ccc(-n3ccnc3)cc2)cc(OC)c1	17%	-1.4	2%	-15%	-4%	-8%	4%	-6
O=C(CCN1C(=O)/C(=C\c2ccc(F)cc2)SC1=S)Nc1ccc(O)cc1	20%	-0.3	-9%	7%	-21%	-6%	0%	-7
CCSC1=NCCN1C(=O)C(C)(C)Oc1ccc(Cl)cc1	1%	4.6	5%	u	u	-20%	-5%	4
O=C(NCc1ccco1)c1cccc(-c2cncc3nccn23)c1	-20%	-0.3	-6%	-8%	-4%	1%	4%	-18
COCC(=O)Nc1ccccc1C(=O)NC(C)C	6%	0.5	21%	-13%	-3%	-7%	0%	x
COC(=O)c1ccc(C(=O)OC)c(NS(=O)(=O)c2ccc(NC(C)=O)cc2)c1	2%	0.0	9%	-3%	-7%	-1%	1%	x
